# Screens from PubChem.
# PfHsp40 yeast – restores yeast growth despite PfHsp40 toxicity | S. cerevisiae expressing PfHsp40, growth rescue, ATP luminescence | growth rescue, % at 12.5 µM | 0.68% of 340,000 active | AID 504582; in the data active means growth rescue above about 28%, passing the limit was not always enough; inconclusive means no clear call, values can overlap the other calls;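 further: yeast W303a lacking pdr1 and pdr3 grown in galactose medium; growth measured after three days at 30 °C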
# BH1578 lux ind – inducers of Vibrio cholerae quorum light production without autoinducers; activation, % at 18.7 µM; 0.16% of 350,000 active; V. cholerae BH1578 lux reporter, luminescence, 6 h; in the data active means activation mostly above about 9.7%, no sharp cut-off; inconclusive means no clear call, values can overlap the other calls; inactive means mostly below about 3.7%; further: not every result past the cut was called active; inactives centre near 0; reference of the scale not given here
# TcdB inh – blocks C. difficile toxin B glycohydrolase activity | P18177 | TcdB glycohydrolase enzymatic assay, plate reader | inhibition, % at 9.99 µM | 0.24% of 350,000 active; in the data active means inhibition above about 10%
# MazEF act – increases E. coli MazEF RNase cleavage of RNA. P0AE70. FAM/BHQ RNA-DNA oligo cleavage fluorescence, 5 h. 0.32% of 350,000 active. activation, % at 20 µM. AID 504720; in the data active means activation above about 50%
# Target sequence (P0AE70 whole entry, looked up): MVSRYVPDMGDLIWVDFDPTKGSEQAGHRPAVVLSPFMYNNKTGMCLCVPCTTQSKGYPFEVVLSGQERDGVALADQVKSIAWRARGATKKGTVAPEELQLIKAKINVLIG
# Anthrax LF inh2 – blocks Bacillus anthracis lethal factor protease | multiplex microsphere protease cleavage assay, LF | inhibition, % at 10 µM | 0.12% of 360,000 active; in the data active means inhibition above about 30%; inconclusive means no clear call, values can overlap the other calls; further: plate controls were buffer without enzyme for full effect and enzyme alone for no effect
# Target sequence (P15917 whole entry, looked up): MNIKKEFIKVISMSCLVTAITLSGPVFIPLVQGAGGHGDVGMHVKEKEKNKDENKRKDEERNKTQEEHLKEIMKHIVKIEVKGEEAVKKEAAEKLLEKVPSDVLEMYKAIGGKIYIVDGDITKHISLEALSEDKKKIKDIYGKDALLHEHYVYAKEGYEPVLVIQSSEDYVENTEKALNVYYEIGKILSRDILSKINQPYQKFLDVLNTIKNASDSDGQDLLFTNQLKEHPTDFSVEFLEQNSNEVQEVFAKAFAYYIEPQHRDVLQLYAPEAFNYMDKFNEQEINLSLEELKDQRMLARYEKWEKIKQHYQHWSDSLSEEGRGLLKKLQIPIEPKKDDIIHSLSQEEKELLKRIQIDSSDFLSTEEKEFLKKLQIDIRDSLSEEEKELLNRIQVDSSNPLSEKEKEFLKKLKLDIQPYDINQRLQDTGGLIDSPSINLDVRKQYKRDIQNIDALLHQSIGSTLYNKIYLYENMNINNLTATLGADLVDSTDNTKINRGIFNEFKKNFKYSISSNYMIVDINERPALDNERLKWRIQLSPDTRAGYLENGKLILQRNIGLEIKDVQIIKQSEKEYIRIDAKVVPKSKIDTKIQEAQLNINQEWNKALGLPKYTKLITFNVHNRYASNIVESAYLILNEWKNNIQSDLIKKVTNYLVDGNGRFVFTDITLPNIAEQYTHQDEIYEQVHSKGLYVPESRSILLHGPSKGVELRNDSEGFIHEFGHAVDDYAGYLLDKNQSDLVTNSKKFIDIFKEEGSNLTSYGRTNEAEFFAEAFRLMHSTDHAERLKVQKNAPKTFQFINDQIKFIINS
# 3CLpro inhibitor – SARS-CoV 3CLpro protease inhibition | recombinant SARS-CoV 3CLpro, quenched FRET peptide cleavage | inhibition, % at 6 µM | 0.14% of 290,000 active | AID 1706; in the data active means inhibition above about 12%
# Y pestis TopoI – Y. pestis Topo-I inhibition via cleavage products; 0.064% of 360,000 active; activity, % at 10 µM; AID 504884; Y. pestis Topo-I cleavage product accumulation, plate reader; in the data active means activity above about 50%, passing the limit was not always enough; inconclusive means no clear call, values can overlap the other calls; further: inactives centre near 2
# Rv3671c inh – inhibits the M. tuberculosis serine protease Rv3671c; P9WHR9; inhibition, % at 5.96 µM; 0.048% of 320,000 active; AID 2606; in the data active means inhibition above about 38%;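 further: extracellular domain of Rv3671c used as enzyme; 0% = enzyme with DMSO and 100% = no enzyme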
# SSB-PriA inh – inhibitors of Klebsiella pneumoniae PriA binding to SSB C-terminal tail; AlphaScreen SSBct-PriA binding, biotinylated peptide; inhibition, % at 33 µM; 0.6% of 430,000 active; AID 1272365; in the data active means inhibition mostly above about 37%, no sharp cut-off; inactive means mostly below about 20%;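 further: plate controls were negative control peptide for no effect and reference peptide for full effect; strong numbers were not always called active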
# DUSP3 inh – DUSP3 (human) phosphatase inhibition | P51452 | recombinant VHR phosphatase, pNPP absorbance | inhibition, % at 13.3 µM | 0.52% of 290,000 active | AID 1654; in the data active means inhibition above about 50%; further: some compounds called inactive have numbers as strong as hits
# Starred values were filed as active, the others as inactive; i = inactive; ? = inconclusive; · = no result given.
no. | mol | PfHsp40 yeast | BH1578 lux ind | TcdB inh | MazEF act | Anthrax LF inh2 | 3CLpro inhibitor | Y pestis TopoI | Rv3671c inh | SSB-PriA inh | DUSP3 inh
1 | CC(=O)N(c1ccccc1)C(C)c1nc(C#N)c(C#N)nc1C (stereo unspecified) | -1.0 | -0.4 | 1.4 | 5 | 5 | -2 | -4 | 3 | 3 | 39
2 | N#Cc1c(F)cccc1NCc1cccnc1 | 1.2 | -5.6 | -0.1 | 4 | -7 | 0 | 1 | -3 | -4 | 30
3 | CCCCN1c2cc(C)c(O)cc2C(C(=O)OCC)C1C (stereo unspecified) | · | · | · | 10 | · | 2 | · | -3 | -18 | 24
4 | C=CCn1c(SCC(=O)Nc2ccc3c(c2)OCCO3)nnc1-c1ccccn1 | -0.2 | -0.1 | · | -11 | -2 | 1 | -6 | 6 | -15 | 15
5 | COc1ccc(C2=NCC(CSc3nnnn3C)S2)cc1 (stereo unspecified) | 0.6 | 1.8 | · | -6 | 0 | 6 | 17 | -1 | -19 | 2
6 | O=C(N/N=C/c1ccc(OC(F)F)cc1)c1cccc(S(=O)(=O)N2CCOCC2)c1 | 0.4 | -0.5 | 0.1 | 7 | 1 | 1 | 3 | -10 | · | -9
7 | Cc1cc(C(=O)Nc2ccccc2C(F)(F)F)no1 | -1.1 | 1.0 | · | -7 | -1 | -2 | -11 | 1 | -5 | 22
8 | COc1ccccc1CN1CC(C(=O)NCCc2ccccc2Cl)CCC1=O (stereo unspecified) | -0.7 | -0.2 | -0.5 | 2 | 1 | 3 | 1 | 10 | 1 | -20
9 | O=C(CSc1nnc(-c2ccccc2)o1)NCC1CCCCC1 | 0.9 | -2.0 | · | -4 | -5 | -4 | 0 | -1 | -8 | -19
10 | Cn1ncc([N+](=O)[O-])c1C(=O)Nc1ccccc1C#N | · | i | 0.5 | 1 | -9 | · | -7 | · | · | ·
11 | CCOC(=O)C1=C(C)Nc2nc(SCc3cccnc3)nn2C1c1ccc(OC)cc1 (stereo unspecified) | 1.8 | -0.2 | 1.4 | 11 | -4 | -2 | 10 | -10 | -14 | 25
12 | Cc1ccc(N2CC(=O)Nc3c(oc4nc(-c5ccccc5)cc(C)c34)C2=O)cc1 | 0.7 | -0.5 | 0.3 | -21 | -3 | -5 | 3 | 2 | -2 | 2
13 | CCN1C[C@]2(COC)CC[C@H](OC)[C@@]34C5C[C@H]6C(=O)C5[C@](O)(C[C@H]6OC)[C@@](O)(C(OC)C23)[C@@H]14 (stereo partly specified) | -0.7 | -0.6 | -1.1 | 4 | -6 | · | 5 | -2 | -15 | ·
14 | COc1ccccc1NC(=O)C1CCCCN1S(=O)(=O)c1ccc(F)cc1 (stereo unspecified) | 1.4 | i | · | -5 | -2 | -4 | 28 | -7 | -7 | 0
15 | Cn1c(=O)c2c(SCC(=O)Nc3cccc(F)c3)nc(-c3ccco3)nc2n(C)c1=O | -0.7 | -0.3 | 0.0 | 2 | -1 | 0 | 7 | 3 | -18 | -11

# Continued; it opens with the 3 that closed the last part.
no. | mol | PfHsp40 yeast | BH1578 lux ind | TcdB inh | MazEF act | Anthrax LF inh2 | 3CLpro inhibitor | Y pestis TopoI | Rv3671c inh | SSB-PriA inh | DUSP3 inh
13 | CCN1C[C@]2(COC)CC[C@H](OC)[C@@]34C5C[C@H]6C(=O)C5[C@](O)(C[C@H]6OC)[C@@](O)(C(OC)C23)[C@@H]14 (stereo partly specified) | -0.7 | -0.6 | -1.1 | 4 | -6 | · | 5 | -2 | -15 | ·
14 | COc1ccccc1NC(=O)C1CCCCN1S(=O)(=O)c1ccc(F)cc1 (stereo unspecified) | 1.4 | i | · | -5 | -2 | -4 | 28 | -7 | -7 | 0
15 | Cn1c(=O)c2c(SCC(=O)Nc3cccc(F)c3)nc(-c3ccco3)nc2n(C)c1=O | -0.7 | -0.3 | 0.0 | 2 | -1 | 0 | 7 | 3 | -18 | -11
16 | O=C(NCc1ccco1)C12CN(Cc3ccccc3)CC1C(c1cccc([N+](=O)[O-])c1)=NO2 (stereo unspecified) | -1.1 | -0.4 | 1.5 | 0 | -6 | 3 | -6 | -10 | -9 | 32
17 | COc1ccc(S(=O)(=O)c2ccc(O)cc2)cc1 | 0.2 | i | · | -2 | 1 | 2 | -2 | 2 | -5 | 14
18 | Nc1nc(SCc2ccccc2)cc(SCc2ccccc2)n1 | 1.6 | -0.1 | 0.1 | -6 | 2 | · | 49 | · | 0 | ·
19 | COc1ccc(-c2c(C#N)c(N)n(N)c(=O)c2C#N)cc1Cl | -1.1 | -0.4 | 2.1 | 9 | -6 | -3 | -14 | -3 | -4 | 12
20 | COc1cccc(-n2cnc3sc(C)c(C)c3c2=O)c1 | 1.5 | -0.5 | · | 1 | -4 | 0 | 3 | 0 | -8 | -2
21 | N#Cc1ccc(NC(=O)Cn2cnc(S(=O)(=O)N3CCc4ccccc43)c2)cc1 | -1.6 | -0.3 | -2.8 | 10 | -5 | -3 | 0 | 5 | 1 | 17
22 | O=C(CCc1nc(-c2ccccc2F)no1)Nc1ccc(Oc2ccccc2)cc1 | 11 | -0.5 | · | -8 | 0 | 0 | 12 | -48 | -8 | -14
23 | CCOc1cc(/C=C(\C(=O)O)c2ccc(S(=O)(=O)N3CCCC3)s2)ccc1OC | -1.4 | i | 0.9 | -5 | 1 | · | 2 | -1 | 5 | ·
24 | CC(=O)c1cc(C(c2csc(C(C)=O)c2)c2csc(C(C)=O)c2)cs1 | 0.0 | -0.3 | · | 8 | 0 | 3 | 10 | -8 | -3 | 13
25 | CN(C)CCNc1ccc(Cl)cc1[N+](=O)[O-] | -2.6 | 2.2 | -0.5 | -2 | 2 | 2 | -7 | 2 | 1 | 7
26 | CCCOc1ccc(F)cc1-c1cc(C(=O)NC(C)C)[nH]n1 | · | i | 3.0 | · | -1 | · | 4 | · | · | ·
27 | CC(CCc1ccccc1)NC(=O)CN1CCOc2ccccc21 (stereo unspecified) | -0.3 | i | 1.7 | 3 | 5 | 1 | -1 | -3 | 9 | ·
28 | N=C1C(c2ccccc2)=C(O)CN1c1cccc(S(N)(=O)=O)c1 | 0.4 | -0.5 | 1.3 | 3 | 1 | -2 | -3 | 0 | -23 | -10
29 | COc1ccc(N2CCN(C(=O)COC(=O)CNC(=O)c3ccccc3)CC2)cc1 | -1.9 | 0.3 | 0.7 | 10 | -11 | 1 | 4 | 0 | -15 | 6
30 | O=C(Nc1nnc(S(=O)(=O)N2CCOCC2)s1)c1ccc(Cl)cc1 | 0.8 | i | 1.5 | -1 | 2 | -8 | 0 | 2 | 10 | 6

# An excerpt from above in order of formula weight, rising:
no. | mol | PfHsp40 yeast | BH1578 lux ind | TcdB inh | MazEF act | Anthrax LF inh2 | 3CLpro inhibitor | Y pestis TopoI | Rv3671c inh | SSB-PriA inh | DUSP3 inh
17 | COc1ccc(S(=O)(=O)c2ccc(O)cc2)cc1 | 0.2 | i | · | -2 | 1 | 2 | -2 | 2 | -5 | 14
20 | COc1cccc(-n2cnc3sc(C)c(C)c3c2=O)c1 | 1.5 | -0.5 | · | 1 | -4 | 0 | 3 | 0 | -8 | -2
24 | CC(=O)c1cc(C(c2csc(C(C)=O)c2)c2csc(C(C)=O)c2)cs1 | 0.0 | -0.3 | · | 8 | 0 | 3 | 10 | -8 | -3 | 13

# (next part)
# Results follow in this order: PfHsp40 yeast | BH1578 lux ind | TcdB inh | MazEF act | Anthrax LF inh2 | 3CLpro inhibitor | Y pestis TopoI | Rv3671c inh | SSB-PriA inh | DUSP3 inh
31. CSCCCNC(=S)N1CCN(S(=O)(=O)c2cccc(C(F)(F)F)c2)CC1
  -1.5 | -0.6 | 0.4 | -6 | -3 | -4 | 0 | 1 | 11 | -7
32. CCn1c(=O)n(CC)c2cc(N3CCCC3)c(NC(=O)c3ccccc3C)cc21
  -0.9 | -0.2 | 0.1 | 11 | -1 | 1 | 17 | 1 | 2 | 10
33. Cc1cc(C(=O)COC(=O)c2ccc[nH]c2=O)c(C)n1CCc1ccc(F)cc1
  2.0 | -0.7 | 2.0 | 2 | -2 | -1 | 14 | 0 | 16 | 24
34. C[C@@H]1C(c2cccc(Cl)c2)=NN(c2ccccc2)[C@H]1C(=O)N1CCOC1=O
  0.2 | i | 1.1 | -2 | -2 | · | -7 | · | -5 | ·
35. Cc1cc2nc(Cl)c(Cl)nc2cc1C
  -0.2 | -0.7 | 0.7 | -2 | -6 | 2 | -3 | 5 | -4 | 4
36. O=C1c2ccccc2C(=O)N1CC(=O)N1c2ccccc2Sc2ccccc21
  -0.8 | i | 0.4 | 3 | -9 | -1 | 20 | -7 | -8 | 24
37. Cc1ccc(-n2c(SCC(=O)NCc3cccs3)nnc2-c2ccoc2C)cc1
  15 | -0.8 | · | 4 | 1 | -2 | 24 | 0 | 1 | 18
38. COc1ccc(N=Nc2ccc(N)nc2N)cc1
  -0.1 | -0.5 | -0.3 | -11 | -14 | -1 | -13 | 10 | 11 | 10
39. CC(C)C[C@H](NC(=O)Nc1ccccc1F)C(=O)O
  -1.5 | i | · | 1 | 1 | 5 | 3 | -3 | -8 | -4
40. CC1CC(C)CN(C(=O)c2cc(-c3ccccn3)nc3ccccc23)C1 (stereo unspecified)
  4.5 | i | · | 12 | 3 | -2 | 13 | -9 | -12 | 21
41. Cc1ccccc1C(=O)NC(=S)NCCC1=CCCCC1
  11 | -0.4 | 0.4 | -10 | 1 | 2 | 30 | 8 | -20 | 8
42. CCN1CCN(C(=O)CCCn2c(C)c3cnn(-c4ccccc4)c(=O)c3c2C)CC1
  0.2 | i | 1.1 | -20 | -6 | -4 | ? | -7 | 0 | 0
43. CCn1c(=O)cc(C(F)(F)F)[nH]c1=S
  -0.4 | -1.1 | 0.4 | 8 | 2 | 1 | -9 | 1 | -15 | 32
44. O=C(Nc1ccc(F)cc1F)c1ccc(-n2cncn2)nc1
  2.4 | -1.4 | · | 4 | -4 | -2 | -4 | 2 | -19 | 6
45. O=C(CC(NC(=O)c1ccccc1)c1ccccc1)NCc1ccccc1 (stereo unspecified)
  1.1 | i | 0.3 | -5 | -6 | · | 6 | -6 | -15 | ·
46. COc1ccc(NC(=O)C2CCCN(S(=O)(=O)c3cccs3)C2)cc1OC (stereo unspecified)
  0.1 | -7.1 | · | -3 | -1 | 5 | -6 | -1 | -5 | 32
47. Cc1oc(-c2ccccc2Cl)nc1CSc1nc2c(c(=O)[nH]1)CCC2
  0.2 | -0.2 | 1.0 | -15 | 3 | 3 | -6 | -1 | -16 | -7

# Shown as labelled records: entries from further up.
33. Cc1cc(C(=O)COC(=O)c2ccc[nH]c2=O)c(C)n1CCc1ccc(F)cc1
  PfHsp40 yeast: 2.0 | BH1578 lux ind: -0.7 | TcdB inh: 2.0 | MazEF act: 2 | Anthrax LF inh2: -2 | 3CLpro inhibitor: -1 | Y pestis TopoI: 14 | Rv3671c inh: 0 | SSB-PriA inh: 16 | DUSP3 inh: 24

34. C[C@@H]1C(c2cccc(Cl)c2)=NN(c2ccccc2)[C@H]1C(=O)N1CCOC1=O
  PfHsp40 yeast: 0.2 | BH1578 lux ind: i | TcdB inh: 1.1 | MazEF act: -2 | Anthrax LF inh2: -2 | 3CLpro inhibitor: · | Y pestis TopoI: -7 | Rv3671c inh: · | SSB-PriA inh: -5 | DUSP3 inh: ·

# The list is partial; count on the stated rates, not on these rows.
